KCNK9 inh: blocks the human KCNK9 two-pore domain potassium channel; 310,000 compounds, 1.2% hits; AID 488922; B-score at 10 µM; Q9NPC2; HEK293 KCNK9, FluxOR thallium flux fluorescence; stronger effect = lower value;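 active = ratio B-score over 3 SD below the library mean, with starting fluorescence within 5 SD of its mean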;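 also: negative B-score means less thallium flux so channel inhibition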
Target sequence (Q9NPC2 whole entry, looked up, the tested form may be a part): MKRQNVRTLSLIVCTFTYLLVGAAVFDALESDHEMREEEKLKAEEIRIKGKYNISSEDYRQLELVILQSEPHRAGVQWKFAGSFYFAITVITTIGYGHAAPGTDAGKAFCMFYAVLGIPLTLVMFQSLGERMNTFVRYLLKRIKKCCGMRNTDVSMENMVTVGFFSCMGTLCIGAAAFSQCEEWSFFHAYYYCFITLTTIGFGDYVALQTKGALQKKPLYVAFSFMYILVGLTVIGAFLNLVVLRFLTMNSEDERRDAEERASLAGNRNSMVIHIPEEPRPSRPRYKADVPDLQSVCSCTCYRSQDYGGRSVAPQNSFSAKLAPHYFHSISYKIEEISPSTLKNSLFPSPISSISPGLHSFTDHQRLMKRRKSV
TRPC4 PAM: TRPC4 (mouse) allosteric potentiation; 310,000 compounds, 0.42% hits; AID 2227; Q9QUQ5; B-score at 10 µM; HEK293 TRPC4beta/mu-opioid, DAMGO EC20, Fluo-4 Ca2+ flux; stronger effect = higher value;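 active = B-score of calcium response area above 5 SD of library B-scores, with initial fluorescence ratio within 5 SD of library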;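 also: B-score of integrated fluorescence ratio over time as area under calcium response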
ANO1 activ: activators or potentiators of mouse TMEM16A chloride channel | Q8BHY3 | HEK293 TMEM16A/YFP-H148Q/I152L, iodide quench fluorescence; stronger effect = lower value | 340,000 compounds, 0.3% hits | B-score at 10 µM;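 active = fluorescence-ratio B-score plate-corrected deviation score at least 3 library SD below zero, with starting fluorescence score within 5 deviations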;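 also: channel opened by trigger with iodide after compound preincubation; score built on the fluorescence ratio of max minus min over baseline; more negative score means more quench and so TMEM16A activation or potentiation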
TRPC4 agonist: activators of mouse TRPC4 channel. B-score at 10 µM. HEK293 TRPC4beta/mu-opioid, Fluo4 calcium fluorescence; stronger effect = higher value. 310,000 compounds, 0.49% hits. Q9QUQ5;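 active = B-score above 5 SD of library B-scores, and initial fluorescence ratio not above library mean plus 5 SD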;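 also: positive B-score marks a calcium rise read as TRPC4 activation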
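system = HEK293 cells stably co-expressing mouse TRPC4beta and mu-opioid receptor | schedule = Fluo4 dye loading 45 min at room temperature, 110 s recording | measure = B-scored integrated calcium fluorescence ratio | signal = Fluo4 calcium-sensitive dye fluorescence, kinetic, 1 Hz baseline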
ANO1 block: blocks the mouse calcium-activated chloride channel TMEM16A. 310,000 compounds, 1.2% hits. HEK293 TMEM16A/YFP iodide influx fluorescence, ionomycin. normalized B-score (activity score, 25-100; higher = stronger inhibition) at 10 µM. Q8BHY3;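 active = ratio plate-corrected score three or more library SD toward inhibition, starting fluorescence score within five deviations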;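 also: score derived from kinetic fluorescence span divided by baseline fluorescence per well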
KCNQ1 pot: potentiators or activators of human KCNQ1 potassium channel; P51787; 310,000 compounds, 0.35% hits; B-score at 10 µM; CHO-K1 KCNQ1, thallium flux FluxOR fluorescence; stronger effect = higher value;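 active = fluorescence ratio B-score, a plate-corrected score, at least three library SD, with initial intensity B-score within 5 SD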
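Material: CHO-K1 cells stably expressing KCNQ1. Medium: assay buffer for compound exposure, DMSO matched across wells. Reagent: K+/Tl+ depolarizing stimulus. Compound dosing: single-concentration screen. Times: 37 °C overnight plating, 90-min dark dye load, 20-min compound pretreatment. Technique: FluxOR Tl+ flux fluorescence.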
KCNQ1 block: human KCNQ1 channel inhibition; P51787; CHO-K1 KCNQ1, FluxOR thallium flux fluorescence; stronger effect = higher value; B-score at 10 µM; 310,000 compounds, 1.3% hits;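 active = compounds whose thallium flux B-score, printed positive for inhibition, exceeds three library SD while starting fluorescence stays within three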;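 also: channel opened by potassium depolarization with thallium stimulus after 20 min compound exposure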
hERG protect: hERG (human) protection from proarrhythmic block | CHO-hERG, FluxOR thallium flux, dofetilide IC70 present | activation (rescue from dofetilide block), less the hit threshold, % at 10 µM | 310,000 compounds, 0.51% hits | AID 1511;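 active = activation above the mean of controls blocked by dofetilide plus 5 SD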;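 also: thallium influx through hERG after potassium depolarization seen as dye fluorescence rise; in these data hits start at about 4.7%; inactives centre near -7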
KCNK3 block: human KCNK3 channel inhibition, primary screen | 340,000 compounds, 0.84% hits | AID 602410 | CHO-KCNK3 thallium flux, FluxOR fluorescence; stronger effect = lower value | O14649 | B-score at 10 µM;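 active = B-score under library mean minus 4 SD, starting fluorescence ratio at most library mean plus 5 SD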;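 also: more negative B-score means stronger inhibition of thallium flux through KCNK3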
Target sequence (O14649 whole entry, looked up): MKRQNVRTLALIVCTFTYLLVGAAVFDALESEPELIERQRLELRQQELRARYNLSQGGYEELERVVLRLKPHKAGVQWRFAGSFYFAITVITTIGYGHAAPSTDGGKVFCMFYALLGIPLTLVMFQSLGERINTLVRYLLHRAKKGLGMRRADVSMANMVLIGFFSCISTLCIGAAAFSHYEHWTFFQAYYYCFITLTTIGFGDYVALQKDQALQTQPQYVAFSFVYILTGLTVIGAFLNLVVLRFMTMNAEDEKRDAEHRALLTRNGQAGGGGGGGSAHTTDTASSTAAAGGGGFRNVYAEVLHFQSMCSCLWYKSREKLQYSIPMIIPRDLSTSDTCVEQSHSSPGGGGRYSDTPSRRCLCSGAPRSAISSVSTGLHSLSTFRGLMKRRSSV
Dyrk1A ADPGlo: inhibitors of rat Dyrk1A kinase; AID 504441; 310,000 compounds, 0.43% hits; ADP-Glo luminescence, NFATc1 peptide; inhibition, % at 12.5 µM; Q63470; in the data active = inhibition above about 50%;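 also: plate controls were vehicle with enzyme for no effect and no enzyme for full effect; many of its hits are not listed in these tables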
HDAC3 inhib: blocks human histone deacetylase 3; recombinant HDAC3, fluorogenic peptide/trypsin coupled, fluorescence; inhibition, % at 8.3 µM; 320,000 compounds, 0.15% hits; O15379; AID 2718; in the data active = inhibition above about 26%, passing the limit was not always enough; inconclusive = no clear call, values can overlap the other calls
* marks the source's active call; other numbers are inactive results; i = inactive; ? = inconclusive; nt = no result given. These rows are one share of the data; rates above refer to the full screens.

SMILES	KCNK9 inh	TRPC4 PAM	ANO1 activ	TRPC4 agonist	ANO1 block	KCNQ1 pot	KCNQ1 block	hERG protect	KCNK3 block	Dyrk1A ADPGlo	HDAC3 inhib
CC1=C(C(=O)OC(C)C)C(c2cccc([N+](=O)[O-])c2)n2c(cc(=O)[nH]c2=S)N1 (configuration not stated)	i	i	i	i	i	i	i	-9	i	-8	6
CCc1cccc(CC)c1NC(=O)CN1CCN(S(=O)(=O)c2ccccc2)CC1	i	i	i	i	i	i	i	-5	i	-6	-2
COc1ccc(S(=O)(=O)N[C@@H](CC(C)C)C(=O)O)cc1	i	i	i	i	i	i	i	-4	i	-5	4
O=C(COC(=O)c1cnccn1)c1ccccc1	i	i	i	i	nt	i	i	-7	i	-8	nt
CCCCCCCCC(=O)O	i	i	nt	i	i	i	i	0	nt	nt	-6
O=C(Nc1nc(-c2ccc3c(c2)OCO3)cs1)C1COc2ccccc2O1 (configuration not stated)	i	i	i	i	i	i	i	-15	-11*	20	-1
CC(=O)Nc1ccc(S(=O)(=O)NNC(=O)COc2ccc(C(C)(C)C)cc2)cc1	i	i	i	i	i	i	i	-17	i	2	2
CC(CC(=O)O)C(=O)c1ccc(Cl)c([N+](=O)[O-])c1 (configuration not stated)	i	i	i	i	i	i	i	-15	i	nt	-5
O=C(Cn1c(=O)oc2ccccc21)N1CCN(c2ccccc2)CC1	i	i	i	i	i	i	i	-3	i	-5	-15
Cc1cc(C)c(-c2csc(NC(=O)CCCc3nc4ccccc4c(=O)[nH]3)n2)c(C)c1	i	i	i	i	i	i	i	-10	i	-1	1
COc1ccccc1C(=O)NCC(C)(C)CN=C1NS(=O)(=O)c2ccccc21	i	i	i	i	i	i	i	-6	i	-3	1
O=C(COC(=O)c1ccccc1)NCc1ccco1	i	i	i	i	i	i	i	-3	i	-9	1
Cc1onc(-c2ccccc2Cl)c1C(=O)N1CC(C)OC(C)C1 (configuration not stated)	i	i	i	i	i	i	i	-9	i	-16	-2
COc1cc(C(=O)NCc2ccc3c(c2)cc(C)n3C)cc(OC)c1OC	i	i	i	i	i	i	i	-9	i	4	0
Cc1ccccc1NS(=O)(=O)c1cc(OCC(N)=O)c(C)cc1Cl	i	i	i	i	i	i	i	-12	i	-1	-3
O=C(NC1CC(=O)c2sccc21)c1ccc(Cl)cc1Cl (configuration not stated)	i	i	i	i	i	i	i	-7	i	-1	-9
COc1ccc(Cl)cc1NC(=O)CC(=O)Nc1cc(Cl)ccc1OC	i	i	i	i	i	i	i	-6	i	-1	8
O=C(COC(=O)C1CCCCC1)Nc1ccc([N+](=O)[O-])cc1	i	i	i	i	i	i	i	-16	i	nt	7
O=C(NCCc1ccccc1)C1CCCN(C(=O)NC2CCCCC2)C1 (configuration not stated)	i	i	i	i	i	i	i	-6	i	-7	?
COc1cc(C(=O)Nc2ccc3c(c2)N(C(=O)CCN(C)C)c2ccccc2CC3)cc(OC)c1OC	i	i	i	i	i	i	i	-10	i	4	0
COC(=O)c1ccc([C@H]2C=C(C(=O)O)O[C@@H](OCc3ccc(CO)cc3)C2)cc1	i	i	i	i	i	i	i	0	i	5	-12
COc1ccc2nc(SCC(=O)NC3(C#N)CCCCC3)[nH]c2c1	i	i	i	i	i	i	i	-7	i	48	-1
O=C(Cn1c(=O)oc2ccccc21)N1CCCCC1	i	i	i	i	i	i	i	-5	i	nt	-1
COc1ccc(N2CC(C(=O)N[C@H](C(=O)NC(C)c3ccccc3)C(C)C)CC2=O)cc1 (some centres not stated)	i	i	i	i	i	i	i	-4	i	0	6
COCCCn1c2nc3ccccc3nc2c2c(=O)n(Cc3ccccc3Cl)cnc21	i	i	nt	i	i	i	i	-3	nt	nt	1
Cc1cccc(NC(=O)Cn2c(=O)oc3ccccc32)c1	i	i	i	i	i	i	i	-8	i	-5	-2
CCO[C@@H]1OC(C(=O)NCc2ccccc2)=C[C@H](c2ccccc2)[C@H]1CCCO	i	i	i	i	i	i	i	-9	i	3	4
C=CCCOc1ccccc1C(N)=O	i	i	i	i	i	i	i	-6	i	nt	1
COc1ccc(-c2nc(C#N)c(NCC3CCCO3)o2)cc1 (configuration not stated)	i	i	i	i	i	i	i	-6	i	14	-81
CNC(=O)N1CCC(C(=O)c2c(C)c(C)c(C)c(C)c2C)CC1	i	i	i	i	i	i	i	-5	i	-2	2
Cc1cccc(NC2=NC(=S)N(CC#N)C23CCCCC3)c1	i	i	i	i	i	i	i	-3	i	-1	-2
O=C(Nc1cccnc1)c1cc(-c2ccc(Cl)c(Cl)c2)on1	i	i	i	i	i	i	i	-6	i	-6	2
CCOc1ccc(C(CC(=O)O)NC(=O)COc2ccc3ccccc3c2)cc1OC (configuration not stated)	i	i	i	i	i	i	i	1	i	-6	7
C#CCOCCOCCOCCNc1nc(N2CCN(C(=O)[C@H](CCCCN)n3cc(C(N)[C@H](C)CC)nn3)CC2)nc(N2CCN(C(=O)[C@H](CCC(=O)O)n3cc(C(N)[C@H](C)CC)nn3)CC2)n1 (some centres not stated)	i	i	i	i	i	i	i	-9	i	-5	9
COc1ccc2c(C)c(Cc3ccccc3)c(=O)oc2c1OC	i	i	i	i	i	i	i	-11	i	-5	-4
COc1ccc(OC)c(Nc2ncnc3sccc23)c1	i	i	i	i	i	i	i	-4	i	18	nt
COc1ccc(CN2C(=O)C(O)(CC(=O)c3c(C)n[nH]c3C)c3ccccc32)cc1OC (configuration not stated)	nt	nt	i	nt	i	nt	nt	nt	i	3	2
Cc1cc(C(=O)Nc2c(C)cccc2C)n(-c2ccccc2)n1	i	i	i	i	i	i	i	-2	i	-4	7
Cc1cc(C)cc(N(C(=O)c2ccccn2)C(C(=O)NC2CCCCC2)c2ccncc2)c1 (configuration not stated)	i	i	i	i	nt	i	i	-11	i	7	nt
CCN(CC)C(=O)c1sc2[nH]c(=S)n(-c3ccccc3)c(=O)c2c1C	i	i	i	i	i	i	i	-10	i	5	0
COC(=O)COC(=O)c1ccc(Oc2nc(OC)nc(N(C)C)n2)cc1	i	i	i	i	i	i	i	-12	i	5	-2
Cc1ccc(NC(=O)NN2CCN(C)CC2)cc1C	i	i	i	i	i	i	i	-10	i	0	9
CC(C)(C)SCCNS(=O)(=O)c1ccc(C#N)cc1	i	i	i	i	i	i	i	-7	i	1	5
CCCCNC(=S)N(Cc1c(C)noc1C)c1ccccc1	i	i	i	i	i	i	i	-6	i	0	7
COCCNC(=O)NC(=O)COC(=O)c1ccc2[nH]c3c(c2c1)CCCC3	i	i	i	i	i	i	i	-7	i	nt	-8
O=C(NCc1ccc(F)cc1)C1CCCN(S(=O)(=O)c2cccc3nsnc23)C1 (configuration not stated)	i	i	i	i	i	i	i	1	i	nt	-3
CC1CCCN(C(=O)CSCC(=O)Nc2nc(-c3cccs3)cs2)C1 (configuration not stated)	i	i	i	i	i	i	i	-12	i	2	nt
NS(=O)(=O)CCCc1ccccc1	i	i	i	i	i	i	i	-6	i	5	3
CC(=NCCCN(C)C)C1=C(O)c2ccccc2C1=O	i	i	i	i	i	i	i	-8	i	25	2
C1CCC2(CC1)C1=C(CCCC1)Nc1nnnn12	i	i	i	i	i	i	i	-11	i	-3	-5
The list continues:
SMILES	KCNK9 inh	TRPC4 PAM	ANO1 activ	TRPC4 agonist	ANO1 block	KCNQ1 pot	KCNQ1 block	hERG protect	KCNK3 block	Dyrk1A ADPGlo	HDAC3 inhib
Cc1c(/C=N/NC(=O)c2cccnc2)c2ccccc2n1Cc1ccccc1	i	i	i	i	i	i	i	-6	i	1	2
COc1ccc(-c2nnc3sc(-c4ccccc4OC)nn23)cc1	i	i	i	i	i	i	i	-17	i	-2	-4
Cc1cc2nc(-c3cccnc3SCC(=O)NC3CC3)[nH]c2cc1C	i	i	nt	i	i	i	i	-7	nt	nt	-2
CC1CCN(c2ccccc2NC(=O)c2ccc(F)cc2)CC1	-6.8*	i	i	i	i	i	i	-14	i	-1	6
CCOC(=O)c1ccc(NC(=O)NCc2ccn(CC)n2)cc1	i	i	i	i	i	i	i	-9	i	-1	5
CNc1nc(-c2ccc(OC)cc2)c(-c2ccc(OC)cc2)s1	i	i	i	i	i	i	i	-8	i	0	nt
O=C(N/N=C\c1cccc([N+](=O)[O-])c1O)C1COc2ccccc2O1 (configuration not stated)	i	i	i	i	i	i	i	-10	i	0	9
Cc1nc(NC(N)=S)sc1C(=O)Nc1ccccc1	i	i	i	i	i	i	i	-11	i	8	6
Cc1cc(C)nc(SCc2cc(=O)c(OC(=O)c3ccc(S(=O)(=O)N(C)C)cc3)co2)n1	i	i	i	i	i	i	i	-7	i	-1	-5
CC1CC(=O)c2cn3c(nc2C1)nc1ccccc13 (configuration not stated)	nt	nt	i	nt	i	nt	nt	nt	i	11	-1

Just HDAC3 inhib, for two of the compounds above:
molecule | HDAC3 inhib
O=C(N/N=C\c1cccc([N+](=O)[O-])c1O)C1COc2ccccc2O1 (configuration not stated) | 9
Cc1nc(NC(N)=S)sc1C(=O)Nc1ccccc1 | 6

(listing goes on)
SMILES	KCNK9 inh	TRPC4 PAM	ANO1 activ	TRPC4 agonist	ANO1 block	KCNQ1 pot	KCNQ1 block	hERG protect	KCNK3 block	Dyrk1A ADPGlo	HDAC3 inhib
CCCCn1c(SCC(=O)Nc2nnc(C)s2)nnc1-c1ccncc1	i	i	i	i	i	i	i	-12	i	nt	-3
Fc1ccc(-c2nc3ccccc3c3nc4ccccc4n23)cc1	i	i	i	i	i	i	i	-12	i	-6	-8
CC(C)c1ccc(-c2nn(-c3ccccc3)cc2C(=O)NCC2CCCO2)cc1 (configuration not stated)	i	i	i	i	i	i	i	-17	i	-11	-4
CC(=O)c1cccc(NC2c3ncccc3C(=O)N2Cc2ccco2)c1 (configuration not stated)	i	i	i	i	i	i	i	-8	i	-2	nt
Cc1cc(C)c(S(=O)(=O)NCC2CCC(C(=O)NCc3ccccn3)CC2)c(C)c1 (configuration not stated)	i	i	i	i	i	i	i	-16	i	nt	-1
CC1=NNC(=O)C1CC(=O)N/N=C/c1cccs1 (configuration not stated)	i	i	i	i	i	i	i	-8	i	0	-2
O=C(NCc1ccco1)C(c1cccnc1)N(C(=O)Cn1nnc2ccccc21)c1ccc(F)cc1 (configuration not stated)	i	i	i	i	i	i	i	-7	i	-3	-10
N#Cc1ccc(CSc2ncnc3c2cnn3Cc2ccccc2)cc1	i	i	nt	i	i	i	i	-4	i	-5	7
CN(CCC#N)S(=O)(=O)c1ccc2c(c1)c(=O)n(C)c(=O)n2C	i	i	i	i	i	i	i	-2	i	1	-19
